Assay outcomes from PubChem.
PostGolgi yeast: growth inhibition of a yeast mutant, post-Golgi transport screen; post-Golgi transport phenotypic cell assay; 98,000 tested, 0.9% active; inhibition, % at 10 µM;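 further: yeast cells grown in 1536-well plates; yeast grown about 18 h at 30C before absorbance read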
sEH act: activators of human soluble epoxide hydrolase; activation, % at 2 µM; 91,000 tested, 0.04% active; purified human sEH enzymatic activity, activator screen; in the data active means activation above about 37%; further: values of inactives mirror those of a sister screen read the other way
S1P2 ag: activates the human S1P2 receptor | O95136 | S1P2-expressing cell line, agonist reporter read-out | activation, % at 4.5 µM | 97,000 tested, 0.46% active; in the data active means activation above about 16%;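 further: 0% = vehicle low control and 100% = maximal reference agonist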
Target sequence (O95136 whole entry, looked up): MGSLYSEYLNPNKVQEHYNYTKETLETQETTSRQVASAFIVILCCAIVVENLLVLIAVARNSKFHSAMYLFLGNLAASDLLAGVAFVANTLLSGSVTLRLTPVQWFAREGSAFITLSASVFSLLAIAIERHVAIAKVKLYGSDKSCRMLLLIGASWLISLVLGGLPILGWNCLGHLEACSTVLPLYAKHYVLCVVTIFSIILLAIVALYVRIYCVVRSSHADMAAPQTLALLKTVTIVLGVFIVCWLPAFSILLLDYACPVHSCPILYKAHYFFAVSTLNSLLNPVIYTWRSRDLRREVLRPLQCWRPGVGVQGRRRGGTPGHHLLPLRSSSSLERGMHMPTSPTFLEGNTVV
PostGolgi ctrl: yeast control strain growth, post-Golgi counter-screen; efflux-deficient yeast background strain, growth absorbance A615, 16 h; inhibition, % at 10 µM; 98,000 tested, 5% active
S1P2 antag: S1P2 (human) receptor antagonism; inhibition, % at 5 µM; cell-based S1P2 antagonist assay, inhibition at 5 uM; 97,000 tested, 0.21% active; AID 736; in the data active means inhibition above about 45%;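 further: CRE beta-lactamase reporter cells expressing human S1P2 stimulated with S1P; 0% = agonist at EC80 alone and 100% = agonist plus reference antagonist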
Mac1 fbg inh: inhibitors of human CD11b/CD18 binding to fibrinogen. P05107+P11215. K562 CD11b/CD18 adhesion to fibrinogen, ATPlite luminescence; Mn2+ added to activate the integrin. 93,000 tested, 0.54% active. AID 1497. inhibition, % at 10 µM;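 active means primary inhibition of 50% or more at 10 µM, then 40% or more on retest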; further: some results filed as inactive read as strong as hits
Target sequence (P05107 whole entry, looked up, other chains not shown): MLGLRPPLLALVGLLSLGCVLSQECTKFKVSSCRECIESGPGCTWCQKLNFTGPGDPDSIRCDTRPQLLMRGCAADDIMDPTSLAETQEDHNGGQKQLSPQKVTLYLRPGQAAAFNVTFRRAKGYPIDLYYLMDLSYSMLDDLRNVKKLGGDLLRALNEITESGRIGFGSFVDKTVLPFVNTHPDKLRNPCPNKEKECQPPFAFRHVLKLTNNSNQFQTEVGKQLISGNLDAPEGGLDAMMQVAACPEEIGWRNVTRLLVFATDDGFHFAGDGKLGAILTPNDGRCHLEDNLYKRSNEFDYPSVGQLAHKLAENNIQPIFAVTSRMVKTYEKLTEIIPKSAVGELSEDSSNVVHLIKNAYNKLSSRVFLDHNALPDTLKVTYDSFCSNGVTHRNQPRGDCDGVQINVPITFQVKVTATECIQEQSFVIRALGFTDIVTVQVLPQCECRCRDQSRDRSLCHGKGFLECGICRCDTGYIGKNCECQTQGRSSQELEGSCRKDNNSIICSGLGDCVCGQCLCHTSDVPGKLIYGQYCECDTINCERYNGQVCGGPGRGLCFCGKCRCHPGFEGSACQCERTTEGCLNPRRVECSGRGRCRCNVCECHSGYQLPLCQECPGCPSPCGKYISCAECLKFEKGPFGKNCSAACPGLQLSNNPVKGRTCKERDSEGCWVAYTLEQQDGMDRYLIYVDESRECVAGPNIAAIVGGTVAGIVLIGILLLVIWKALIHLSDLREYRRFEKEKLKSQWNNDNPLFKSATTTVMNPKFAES
E coli WT exp: growth inhibitors of E. coli BW25113 wild type | OD600 absorbance | growth inhibition, % at 100 µM | 98,000 tested, 0.15% active;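 active means growth inhibition above about 50% at one test dose, limit read from the data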;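 further: growth measured after 20 h incubation at 37 °C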
PLAP activator: activates human placental alkaline phosphatase | P05187 | purified PLAP enzyme, luminescent substrate read-out; active compounds read high | activation fold at 20 µM | 96,000 tested, 1.2% active | AID 696; in the data active means activation fold above about 2
sEH inh: soluble epoxide hydrolase (human) inhibition | P34913 | recombinant human sEH enzymatic activity assay | inhibition, % at 2 µM | 91,000 tested, 0.34% active; in the data active means inhibition above about 80%; further: values of inactives mirror those of a sister screen read the other way; many of its hits are not listed in these tables
* marks the source's active call; other numbers are inactive results; · = not tested or not shown. Unless noted, no stated cut-off is given here; in the data, active means inhibition above about 30%; inactive means the rest.

SMILES	PostGolgi yeast	sEH act	S1P2 ag	PostGolgi ctrl	S1P2 antag	Mac1 fbg inh	E coli WT exp	PLAP activator	sEH inh
CCCCNC(=O)c1ccc(NS(=O)(=O)c2ccccc2)cc1	2	-3	-8	2	-6	-2	2	0.9	6
CC(C)CC(C(=O)NCC1CCCO1)N(C(=O)Cn1nnc(-c2ccc(F)cc2)n1)c1cccc(C(F)(F)F)c1 (stereo not drawn)	-5	-3	-3	3	-7	·	3	1.2	5
CN(Cc1ccccc1)S(=O)(=O)c1ccc(Cl)nc1	5	0	-5	5	9	·	3	0.8	0
N#Cc1nc(-c2ccc(OCc3ccc(Cl)cc3)cc2)oc1N1CCOCC1	14	6	-1	7	15	-2	-9	1	-7
COc1ccc(Nc2cc(C(=O)NCCCN3CCOCC3)c3ccccc3n2)c(OC)c1	-2	4	-5	12	9	-6	-5	1.3	-4
Cc1ccc(S(=O)(=O)NC2=NCN(CCc3ccccc3)CN2)cc1	-4	8	-3	-2	10	8	-1	1.3	-4
Cc1ccc(S(=O)(=O)Oc2ccc3c(c2)O/C(=C\c2cccnc2)C3=O)cc1	2	3	-2	6	-5	-36	-5	1.1	-5
Cc1cccc(NC(=O)Nc2nnc(N3CCCCC3C)s2)c1C (stereo not drawn)	-6	0	-3	11	-26	-9	-17	0.9	-1
Cc1nn(-c2ccccc2)c(OC(=O)c2cccs2)c1S(=O)(=O)c1ccc([N+](=O)[O-])cc1	-2	-1	3	-4	-20	30	-4	1.1	3
CCc1ccc(-c2nnn(CCC(=O)OC)n2)cc1	7	-18	-1	24	9	·	2	1.1	18
Cc1ccc(S(=O)(=O)C2(C(=O)N3CCCCCC3)CC2)cc1	3	7	-4	6	0	33	1	1.6	-4
CC(C)(C)C1CCC2(CC1)C(Nc1cccc(C(F)(F)F)c1)=NC(=S)N2CC#N (stereo not drawn)	·	1	-6	·	-1	·	·	·	0
COc1cccc(-c2cc(C(F)(F)F)n3nc(N)nc3n2)c1	-5	-1	0	-3	-26	-13	3	0.8	6
COc1ccc(CNC(=O)C2CCN(c3nccs3)CC2)cc1	-4	-42	-4	17	15	0	1	0.9	40
CC(C)(C)NC(=O)NC(=O)COC(=O)CNC(=O)c1cccc(F)c1	-6	-18	-6	25	19	2	5	1.2	18
COc1ccccc1CNC(=O)CS(=O)Cc1nc(-c2ccccc2C)oc1C (stereo not drawn)	0	-15	-4	1	5	-1	5	1.6	14
CC(=O)N1CCc2cc(S(=O)(=O)NC(C(=O)Nc3nc(C)cs3)C(C)C)ccc21 (stereo not drawn)	10	·	·	2	·	-12	7	0.9	·
Cc1ccc(N(C(=O)CNC(=O)c2ccco2)C(C(=O)NC2CCCC2)c2cccnc2)cc1C (stereo not drawn)	13	-7	-3	4	4	-4	-3	1.4	5
COCCNC(=O)c1ccccc1NC(=O)c1ccccc1N(C)S(=O)(=O)c1ccccc1	1	-9	-2	7	-13	-3	2	1.6	11
CN(C(=O)CSc1ncccc1C(=O)O)c1ccccc1	-1	6	-3	6	15	0	-1	1	-6
Cc1[nH]nc2nc(SCC(=O)NCC3CCCO3)n(-c3ccc(Br)cc3)c(=N)c12 (stereo not drawn)	2	-13	-1	-1	-6	·	5	1.8	13
COc1ccc(CC(CC(=O)O)C(=O)Nc2ccc(OC)cc2)cc1 (stereo not drawn)	7	17	-5	0	10	2	-14	1	-14
CN1C(=O)C(=C2CCCCCC2)SC1=S	-3	·	-2	7	20	0	0	0.8	·
CCn1cc(C(=O)NCC2CCCO2)c2cc(OC)c(OC)cc2c1=O (stereo not drawn)	-7	·	8	-7	-18	2	1	0.9	·
O=C1CC(C(=O)N2CCOCC2)C2(CCCCC2)O1 (stereo not drawn)	-4	14	-3	7	-10	-1	6	1.1	-16

Going on with the list:
SMILES	PostGolgi yeast	sEH act	S1P2 ag	PostGolgi ctrl	S1P2 antag	Mac1 fbg inh	E coli WT exp	PLAP activator	sEH inh
Cc1cc(NC(=O)CSc2nnc(Cc3ccccc3)n2C)no1	·	3	-10	·	-7	·	·	·	-4
Cc1noc(C)c1CSc1nnc(-c2ccccc2)n1Cc1ccco1	-2	4	-7	7	0	5	-3	1.5	-6
CC(=O)Nc1nc2c(ncn2COCCOC(C)=O)c(=O)[nH]1	-2	11	-5	-2	5	-43	8	0.8	-10
CC(C)C(=O)N1CCN(c2nc(-c3ccccc3)c3c(c2C#N)CCCC3)CC1	6	4	-5	22	-6	-18	-12	1.6	-3
O=C(O)C1C2C=CC(O2)C1C(=O)Nc1ccc(S(=O)(=O)N2CCc3ccccc32)cc1 (stereo not drawn)	2	-7	-2	2	-11	-14	2	1.2	6
CCCC[n+]1ccn(-c2nc3ccccc3nc2[N-]S(=O)(=O)c2ccc(C)cc2)c1	9	8	4	-1	-31	-33	-3	1.6	-6
Cc1ccc2nc(-c3ccc(Br)o3)oc(=O)c2c1	36*	0	-6	9	0	15	9	0.7	-3
O=C(OCC(=O)N1CCc2ccccc21)c1cccnc1	3	-1	-3	-4	-3	-11	5	1	4
CCOCCCN1CC(C(=O)NCCc2ccc(C)cc2)CC1=O (stereo not drawn)	8	2	-1	4	9	-4	6	0.9	-4
CCOc1ccc(N2C(=O)c3cccnc3C2=O)cc1	1	20	-7	5	17	·	-7	1	-19
CCS(=O)(=O)N1CCN(S(=O)(=O)c2ccc(F)cc2)CC1	0	5	-6	8	-14	·	7	·	0
O=C(/C(=C/c1ccccc1)c1ccccc1)N1CCCCC1	-5	-2	-5	9	5	·	6	1.1	0
N=c1sccn1CC(=O)Nc1ccc2c(c1)CCC2	0	0	-7	0	5	-4	20	0.8	-1
CCOC(=O)N/N=C/c1ccc(C)o1	3	3	-1	7	-3	-11	-3	0.9	0
CCC(=O)N1CCN(c2ccc(NC(=O)c3ccco3)cc2)CC1	-7	-1	-2	0	9	-3	-1	1.2	4
CCC(=O)Nc1cc2c(cc1C(C)=O)OCCO2	2	-8	-1	7	-14	·	-9	·	11
O=C(NC12CC3CC(CC(C3)C1)C2)N1CCC(n2nnc3ccccc32)CC1	-1	·	·	9	·	-15	1	1	·
COc1ccccc1OCCOCCn1cnc2ccccc2c1=O	2	-6	-3	-3	2	-6	4	1.6	5
Cc1cccc(CCNC(=O)CCc2nc(-c3ccccc3F)no2)c1	2	-26	-5	1	6	·	6	0.8	26
COc1cccc(NC(=O)C2CCCN2C(=O)Nc2cccc(F)c2)c1 (stereo not drawn)	14	19	-13	3	31	·	-18	·	-19
N#Cc1c(C(F)(F)F)cc(-c2ccc(Cl)cc2)[nH]c1=O	5	·	-5	20	2	104*	18	1.1	·
Cc1cc(Cl)ccc1NC(=O)CCCN1C(=O)CCC1=O	-3	9	-6	11	6	-2	5	0.8	-8
COc1cc(-c2nnc(SCc3cc(=O)oc4cc(O)c(O)cc34)o2)cc(OC)c1OC	7	1	-2	10	4	4	-11	1.7	0
O=C(CCNC(=O)c1ccc(Br)o1)NCc1ccccc1Cl	-4	·	-8	12	-9	·	16	·	·
Cc1ccc(NC(=O)CSc2n[nH]c(-c3ccncc3)n2)cc1	-5	8	-3	7	9	0	-8	1.1	-9

Additional results follow.
SMILES	PostGolgi yeast	sEH act	S1P2 ag	PostGolgi ctrl	S1P2 antag	Mac1 fbg inh	E coli WT exp	PLAP activator	sEH inh
CCOC(=O)c1c(C)[nH]c(C(=O)COC(=O)c2oc3ccccc3c2C)c1C	-2	-9	-4	-1	-4	0	-27	1.5	9
CCOC(=O)C1=C(C)NC(SCC(N)=O)=C(C#N)C1c1ccccc1 (stereo not drawn)	7	12	-3	18	-21	·	6	0.8	-12
O=C1c2ccccc2C(=O)N1Cc1ccc2c(c1)OCO2	-2	-4	-4	8	-21	-10	-1	0.8	5
Cc1cccc(Nc2nc(N)nc(CN3CCC(C(N)=O)CC3)n2)c1C	-3	6	1	1	-16	-9	5	0.9	-7
Cc1ccc(C)c(NC(=O)C(Sc2nncn2C)c2ccccc2)c1 (stereo not drawn)	-1	-12	-8	-2	11	2	-9	0.9	14
CCN1C2=NCCCN2c2cc(C)c(C)cc21	0	12	-1	-11	-14	-8	8	0.8	-12
O=C(Nc1cccnc1)c1coc(=O)c2ccccc12	2	·	-2	6	-3	1	5	0.9	·
CC(=O)/C(C#N)=C1\NC(=O)C(Cc2ccc(C)c(C)c2)S1 (stereo not drawn)	-3	10	-8	0	3	21	-12	1	-8
COC(=O)c1cccc(NC(=O)CSc2nnc(COc3ccccc3)n2C)c1	0	6	-9	4	-5	25	2	0.9	-4
Cc1ccc(C(=O)NC(Cc2c[nH]c3ccccc23)C(=O)O)cc1 (stereo not drawn)	0	9	-4	-8	-6	1	-2	1.4	-11
CN(C)CCCOC(=O)c1ccc(Cl)cc1	3	·	·	4	·	-9	9	1.3	·
Nc1ccc(C(=O)N2CCCC2)cc1	·	-1	-2	·	-14	·	·	·	5
CCOC(=O)c1cnc(-c2ccccc2)nc1Oc1ccccc1	-7	-6	-8	23	-7	-7	-1	0.9	6
O=C(NC1=NC2CCCCC2N1)c1ccccc1 (stereo not drawn)	-1	-4	-3	-8	10	16	10	0.8	7
CC(C)(C)n1nnnc1C(c1ccc(C#N)cc1)N1CCCC2(CCCCC2)C1 (stereo not drawn)	9	9	-2	14	-14	-1	-10	1	-9
COc1cc(NC(=O)C2CCN(S(=O)(=O)c3cccnc3)CC2)cc(OC)c1OC	0	2	-3	-1	-3	-1	3	1.1	-4
Cc1nn(-c2ccccc2)c2nc(-c3ccncc3)cc(C(=O)NCc3ccco3)c12	1	-2	-11	10	11	-25	0	1.5	5
CCOC1(OCC)C(c2ccc(N)cc2)C(C#N)(C#N)C1(OCC)OCC (stereo not drawn)	6	10	-2	6	9	·	16	1.2	-10
OC(CN1C2=NCCN2c2ccccc21)c1ccccc1 (stereo not drawn)	13	-1	-5	-10	10	4	4	0.8	1
Cc1cc(C)n2cc(CSc3nnc(SCc4cn5c(C)cc(C)nc5n4)s3)nc2n1	-8	5	-4	2	4	3	-3	0.8	-4
CO/N=C\C(=N\Nc1ccc(OC)cc1)C(=O)c1ccccc1	-4	-4	-5	0	-1	0	-4	0.9	3
COc1ccccc1NC(=O)CSc1nc2ccccc2c(=O)n1CCNC(C)=O	-2	14	-2	6	-20	5	-11	1	-14
CC1(C)CC(NC(=O)COc2ccc3ccccc3c2)CC(C)(C)N1	2	-6	-8	3	-6	-11	4	0.9	6
CCOC(=O)c1ccc(NC(=O)CN2C(=O)CCC2=O)cc1	·	-8	1	·	-14	·	·	·	12
Cn1c(=O)c2c(n(Cc3ccccc3)c1=O)NC(=O)C2CC(=O)O (stereo not drawn)	3	-2	0	14	0	-47	-2	1	1

Other entries follow.
SMILES	PostGolgi yeast	sEH act	S1P2 ag	PostGolgi ctrl	S1P2 antag	Mac1 fbg inh	E coli WT exp	PLAP activator	sEH inh
COC(=O)CC(NS(=O)(=O)c1cccs1)c1cccc2ccccc12 (stereo not drawn)	-3	5	-6	-11	19	-10	-1	1.1	-2
O=C1c2cc(S(=O)(=O)NCCCO)ccc2-c2ccc(S(=O)(=O)NCCCO)cc21	3	-2	-5	-9	8	2	-2	1.1	1
CCOC(=O)C(NC(C)=O)(NS(=O)(=O)c1ccccc1)C(F)(F)F (stereo not drawn)	-1	4	3	6	-4	-20	3	0.8	-5
c1ccc(CCc2nn3c(Cc4ccccc4)nnc3s2)cc1	-2	-22	-8	19	10	-6	-1	0.7	20
Cc1ccc(N(c2ncnc(N)c2[N+](=O)[O-])C2CCCCC2)cc1	0	6	-2	20	-14	·	2	0.9	-2
Cc1ccc(C2(C)NC(=O)N(CCOc3ccccc3)C2=O)cc1 (stereo not drawn)	1	-6	-6	9	-25	-11	-3	0.9	7

Reformatted with each value named: part of the list above
COc1cccc(NC(=O)C2CCCN2C(=O)Nc2cccc(F)c2)c1 (stereo not drawn)
- PostGolgi yeast: 14
- sEH act: 19
- S1P2 ag: -13
- PostGolgi ctrl: 3
- S1P2 antag: 31
- Mac1 fbg inh: ·
- E coli WT exp: -18
- PLAP activator: ·
- sEH inh: -19

OC(CN1C2=NCCN2c2ccccc21)c1ccccc1 (stereo not drawn)
- PostGolgi yeast: 13
- sEH act: -1
- S1P2 ag: -5
- PostGolgi ctrl: -10
- S1P2 antag: 10
- Mac1 fbg inh: 4
- E coli WT exp: 4
- PLAP activator: 0.8
- sEH inh: 1

COc1ccccc1NC(=O)CSc1nc2ccccc2c(=O)n1CCNC(C)=O
- PostGolgi yeast: -2
- sEH act: 14
- S1P2 ag: -2
- PostGolgi ctrl: 6
- S1P2 antag: -20
- Mac1 fbg inh: 5
- E coli WT exp: -11
- PLAP activator: 1
- sEH inh: -14
